TNAP act DEA: activators of human TNAP at intermediate phosphate acceptor | P05186 | purified TNAP, CDP-star luminescence, 100 mM DEA, 30 min; hits give high values; scale: 0 levamisole-inhibited, 1 vehicle-only enzyme | activation factor at 20 µM | 64,000 tested, under 10 active | AID 813;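 active = activation factor of at least 2 at 20 µM, relative to controls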
Target sequence (P05186 whole entry, looked up): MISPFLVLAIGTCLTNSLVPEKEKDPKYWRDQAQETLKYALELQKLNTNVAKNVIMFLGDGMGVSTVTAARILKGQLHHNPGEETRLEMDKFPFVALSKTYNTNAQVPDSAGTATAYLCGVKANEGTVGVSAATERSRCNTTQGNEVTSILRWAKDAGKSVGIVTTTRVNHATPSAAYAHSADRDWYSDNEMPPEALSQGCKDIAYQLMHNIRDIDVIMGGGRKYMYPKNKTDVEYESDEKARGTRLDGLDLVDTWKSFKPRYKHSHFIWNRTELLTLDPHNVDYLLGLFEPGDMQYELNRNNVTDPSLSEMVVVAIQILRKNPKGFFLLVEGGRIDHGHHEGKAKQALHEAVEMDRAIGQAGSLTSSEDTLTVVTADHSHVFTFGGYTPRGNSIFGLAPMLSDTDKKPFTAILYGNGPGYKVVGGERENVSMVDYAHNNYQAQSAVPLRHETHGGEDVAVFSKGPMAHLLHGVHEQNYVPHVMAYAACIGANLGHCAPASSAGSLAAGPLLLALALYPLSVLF
Fluor 339 460: intrinsic fluorescence of library compounds, ex339/em460 – biochemical, MLSMR library, data from DPM-DC assay, artefact control, profiling panel. compound autofluorescence, ex339/em460 nm, NADH buffer; hits give high values; 1 = no-compound wells, NADH background. fluorescence fold increase at 10 µM. 65,000 tested, 5.5% active. AID 709;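 active = at 10 µM, mean starting fluorescence two-fold or more over control wells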;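 note: signal is the first read of a kinetic run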
5HT1a antag: 5-HT1a (human) receptor antagonism | inhibition, % at 10 µM | 62,000 tested, 0.68% active | P08908 | CHO 5-HT1a Ga15 NFAT-bla reporter, antagonist mode;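 active = inhibition above the mean of all tested compounds plus 3 SD, cut at about 43% in these data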;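 note: receptor stimulated by 5-CT agonist at 100 nM near EC80; beta-lactamase reporter measured by ratiometric fluorescence of a cleavable substrate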
SF1 activator: activators of human nuclear receptor SF-1; Q13285; CHO-K1 Gal4-SF-1 LBD luciferase reporter; % increase over DMSO SF-1-specific signal; activation, % at 10 µM; 65,000 tested, 1.9% active; AID 522;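 active = activation above the mean activation of all tested compounds plus 3 SD, cut at about 50% in these data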
Target sequence (Q13285 whole entry, looked up, the tested form may be a part): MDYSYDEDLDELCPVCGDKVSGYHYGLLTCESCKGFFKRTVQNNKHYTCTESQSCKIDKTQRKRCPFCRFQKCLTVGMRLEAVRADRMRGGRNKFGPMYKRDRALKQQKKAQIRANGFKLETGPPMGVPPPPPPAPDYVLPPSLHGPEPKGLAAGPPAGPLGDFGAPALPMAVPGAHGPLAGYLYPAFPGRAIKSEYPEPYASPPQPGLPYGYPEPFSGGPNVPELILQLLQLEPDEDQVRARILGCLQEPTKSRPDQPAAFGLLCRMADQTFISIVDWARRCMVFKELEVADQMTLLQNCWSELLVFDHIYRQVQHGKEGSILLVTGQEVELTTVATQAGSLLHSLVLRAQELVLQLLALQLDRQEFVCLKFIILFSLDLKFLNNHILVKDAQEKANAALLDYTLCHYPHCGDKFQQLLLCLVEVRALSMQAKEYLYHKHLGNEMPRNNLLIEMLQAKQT
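Material: Transient Gal4-SF-1 LBD reporter, CHO-K1 | Input: 4,000 cells/well | Dosing: One dose, 10 µM compound, 1% DMSO | Incubation: 20 h compound treatment, 37 °C | Detection: SteadyLite luciferase luminescence | Evaluation: Percent activation relative to DMSO median and mock-transfected background | Benchmarks: DMSO-treated SF-1-transfected cells as negative, DMSO-treated mock-transfected cells lacking SF-1 as background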
MMP-13 inhibitor: inhibitors of human MMP13 | P45452 | MMP-13 fTHP FRET cleavage, Mca fluorescence | 65,000 tested, 0.07% active | inhibition, % at 4 µM | AID 570;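 active = inhibition above the mean of compound-free control plate wells plus 3 SD, cut at about 14% in these data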;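 note: 0% = DMSO wells and 100% = wells with reference MMP-13 inhibitor after basal subtraction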
NADH enzymes: inhibitors of enzymes used to reach an NAD/NADH endpoint; coupled PK/LDH NADH assays, four targets; IC50, µM (doses to about 10 µM), inactives show at the top dose inhibition; 65,000 tested, 0.02% active; AID 774;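 active = single-dose screening hits from any of four coupled enzyme assays that gave an IC50 when retested across doses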;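 note: the DPM-DC format reads NADH fluorescence rather than 340 nm absorbance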
HTR1A agonist: agonists of human 5-HT1a serotonin receptor; activation, % at 10 µM; P08908; 65,000 tested, 0.56% active; CHO 5-HT1a Ga15 NFAT-bla reporter, FRET ratio; 0% basal, 100% maximal reference agonist; AID 567;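 active = activation above the screen-wide mean activation plus 3 SD, cut at about 19% in these data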;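 note: 0% = DMSO wells and 100% = 5-CT at EC100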
A340 absorber: compounds absorbing at 340 nm; compound absorbance at 340 nm, fold over control; fold change at 10 µM; 65,000 tested, under 10 active; AID 708;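 active = at 10 µM dose, initial 340 nm absorbance at least 2 fold that of control wells; inactive = change under 2 fold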;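 note: initial absorbance extrapolated from kinetic A340 decline of NADH oxidation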
RORa activator: RORA (human) activation; activation, % at 10 µM; CHO-K1 Gal4-RORA LBD luciferase reporter, luminescence; percent increase over mock-subtracted basal signal; 65,000 tested, 1.5% active;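 active = activation above the mean of all tested compounds plus 3 SD, cut at about 49% in these data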;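 note: 0% = DMSO-treated RORA cells and 100% = added signal equal to DMSO minus mock-transfected cells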
An asterisk follows results filed as active; x = no result given; [ ] = another dose, or the depositor's remark.

SMILES	TNAP act DEA	Fluor 339 460	5HT1a antag	SF1 activator	MMP-13 inhibitor	NADH enzymes	HTR1A agonist	A340 absorber	RORa activator
O=C(NC1=NCCS1)C1Cc2ccccc2CN1C(=O)c1ccccc1 (configuration not stated)	0.9	1.13	-8.3	14.7	-1.4	8.0%	1.0	1	10.3
O=C(c1cccc(Cl)c1)N1CCN(C2CCCCCC2)CC1	1	1.46	6.0	0.6	4.1	16.0%	-3.6	1.03	0.0
O=C(CNCC1CCCO1)Nc1ccccc1-n1cccc1 (configuration not stated)	0.9	1.02	-2.6	11.1	2.3	3.0%	0.5	0.99	0.1
O=C(c1cccs1)N(Cc1cccc(Cl)c1)C1CCS(=O)(=O)C1 (configuration not stated)	0.9	1.05	2.8	-6.0	-4.1	6.0%	0.8	1.01	7.0
CCN(CC)C(=O)c1cncc(C(=O)N(CC)CC)c1-c1ccccc1	1	1.06	6.3	9.7	6.8	3.0%	-3.4	1	7.0
COc1cc(C(=O)Nc2cc(Cl)ccc2C)c(-n2cnnn2)cc1OC	1	1.07	-0.5	17.3	0.8	4.0%	0.0	0.98	-7.3
Cc1ccc2[nH]c(=O)c(CN(CC3CCCO3)S(=O)(=O)c3cccc4nsnc34)cc2c1 (configuration not stated)	0.9	1	-8.2	19.0	3.4	7.0%	-1.7	1.03	19.9
O=C(Nc1ccc(Oc2ccc(Cl)cc2)cc1)c1ncn[nH]1	1	1.13	-38.3	15.3	-3.0	0.0%	3.1	1.04	4.9
N#Cc1nc(Cc2cccc3ccccc23)oc1NCC1CCCO1 (configuration not stated)	0.9	1.07	-6.5	2.8	1.1	7.0%	0.8	0.97	-4.0
CCC(=O)N1CCN(c2nc(C)nc3sc(C)c(C)c23)CC1	0.9	1.17	4.4	3.4	-0.3	7.0%	-0.7	0.97	13.5
CN(C)CCN(C)Cc1ccc2c(c1)Cc1ccccc1-2	1	1.1	-3.3	-10.3	-8.2	1.0%	-5.5	1.04	11.7
N#Cc1c(C(F)(F)F)cc(-c2ccccc2)nc1SCc1nc(N)nc(N2CCOCC2)n1	0.9	1.25	8.3	-12.5	0.8	9.0%	0.9	1.05	-1.9
O=C(CN(CCO)c1ccccc1)NC12CC3CC(CC(C3)C1)C2	0.9	1.07	-3.6	5.7	1.0	10.0%	-4.3	0.99	-23.9
Cc1ccccc1NC(=O)CSc1nnc(Cc2cccn2C)n1-c1ccc(F)cc1	0.9	1.05	2.0	11.1	4.9	3.0%	-0.1	0.98	6.5
Cc1cc(C)c(C(=O)Nc2ccc(S(=O)(=O)Nc3onc(C)c3C)cc2)c(C)c1	0.9	1	-3.0	10.1	-5.8	5.0%	-2.5	0.98	32.2
Cc1ccc(-c2cc(-c3ccccc3Cl)[nH]n2)c(O)c1	1	1.06	29.8	15.8	-0.3	2.0%	-1.7	1.04	-21.3
Cc1cc(Nc2ccc3ccccc3c2)n2ncnc2n1	1	1.09	x	11.7	6.5	4.0%	-3.8	1.04	-25.0
CC(OC(=O)C1CC=CCC1C(N)=O)C(Cl)=C(Cl)Cl (configuration not stated)	0.9	1	5.7	-3.8	0.4	4.0%	-0.5	1.01	-9.0
Cc1ccc(-c2nnc(SCC(=O)Nc3ccc4c(c3)OCCO4)n2N)cc1	0.9	1.01	-9.6	-5.3	5.3	3.0%	8.4	1.01	-4.9
CCOC(=O)C1CCCN(C(=O)c2sc3nc(-c4ccc(OC)cc4)cn3c2C)C1 (configuration not stated)	0.9	1.12	10.2	13.8	-0.7	8.0%	-1.1	1.01	-4.3
CCn1c(=O)cc(OCC(=O)Nc2nc(C)cs2)c2ccccc21	0.9	1.02	20.7	-6.0	-1.5	1.0%	-3.4	0.98	1.1
O=C(O)CCCCCN1C(=O)c2ccc(C(=O)O)cc2C1=O	0.8	1.04	-9.1	-0.6	-2.9	3.0%	0.1	1.02	-9.1
COc1cc(NC(=O)CCc2ccccc2)c(C(=O)O)cc1OC	1.1	1.08	-1.9	-8.0	2.5	3.0%	-0.4	1.01	19.7
NC(=O)c1ccsc1NC(=O)c1ccc(S(=O)(=O)N2CCCCC2)cc1	1	1.11	-17.2	35.5	3.1	4.0%	-3.5	1.07	77.6*
CS(=O)(=O)N(CC(=O)Nc1ccc2c(c1)OCO2)Cc1ccccc1	0.9	1.06	-3.4	-0.2	-1.3	1.0%	-1.4	1.02	-7.3
N=C1C(c2ccc(Br)cc2)=C(O)C2CCc3ccccc3N12 (configuration not stated)	1	1.06	13.5	1.7	-1.0	6.0%	-2.6	1	13.0
COC(=O)c1[nH]c(C)c(/C(O)=C2\C(=O)C(=O)N(CCCN3CCOCC3)C2c2ccccn2)c1C (configuration not stated)	0.8	0.98	-17.2	-3.4	4.1	7.0%	0.0	1.04	-14.2
CCC(OC(=O)c1cccs1)C(=O)NCc1ccc2c(c1)OCO2 (configuration not stated)	1	0.99	7.0	-2.5	2.1	7.0%	-0.7	1.02	-16.3
O=C(NCc1cccnc1)c1cc(S(=O)(=O)N2CCCCC2)ccc1Cl	0.9	1.12	6.1	-8.3	1.2	5.0%	1.0	1.04	-8.1
CCOc1ccc(C2N(c3cc(Cl)ccc3OC)C(=O)C3CCCN32)cc1OC (configuration not stated)	0.9	1.1	11.4	9.3	9.3	3.0%	-0.8	1.03	12.1
O=C(c1cc2c(s1)CCCC2)N1CCN(Cc2ccc3c(c2)OCO3)CC1	0.9	1.05	10.2	-4.5	-5.5	8.0%	2.2	0.99	27.9
O=C1CC(N2CCC(c3nc4ccccc4s3)CC2)C(=O)N1 (configuration not stated)	1	1.1	-4.1	2.9	2.2	0.0%	-6.0	1.03	-4.2
CCC1CCCCN1C(=O)CSc1nnc(-c2c[nH]c3ccccc23)o1 (configuration not stated)	1	1.11	-14.2	0.8	3.0	11.0%	1.4	0.97	15.3
COC(=O)COc1ccc(S(=O)(=O)Nc2ccc3c(c2)OCO3)cc1Cl	0.9	1.12	13.1	-1.3	-2.5	2.0%	-1.5	1.05	-9.8
COc1ccccc1OCC(=O)Nc1ccccn1	0.9	1.06	-6.8	29.2	-4.5	4.0%	-4.2	1.01	32.7
CCOC(=O)C1C2C=CC3(CN(c4ccc(Cl)c(F)c4)C(=O)C13)O2 (configuration not stated)	1	1.13	x	x	x	3.0%	x	1.06	x
N#Cc1c(N)n(C2CCCCC2)c2nc3ccccc3nc12	0.9	3.91*	-13.7	-2.7	-185.7[fluorescence artefact?]	8.0%[fluoresces]	25.5*	1.02	37.5
O=S(=O)(Nc1ccc(O)c(CN2CCCCC2)c1)c1ccccc1	1	1.16	18.8	7.4	2.2	5.0%	-2.6	1	-12.7
CCCC(=O)N1CC2(C)CN(C(=O)CCC)CC(CCC)(C1)C2=O	1	1	2.7	-5.2	2.4	7.0%	0.8	1.02	8.0
O=C1N[C@@H](Cc2cnc[nH]2)C(=O)N2CCC[C@@H]12	0.9	1.03	x	-5.5	-3.4	4.0%	-1.1	0.98	-11.7
COc1ccc(/C(O)=C2/C(=O)C(=O)N(Cc3cccnc3)C2c2ccncc2)cc1F (configuration not stated)	0.9	0.99	2.9	1.1	-2.8	5.0%	-4.4	1.04	16.0
COc1ccc(CNc2ccc(C(=O)O)cc2)cc1	0.8	0.98	11.4	78.0*	-2.6	3.0%	-3.5	0.96	13.2
CC1(C)Nc2ccc(O)cc2-c2c1ssc2=S	0.8	1.07	x	4.7	-0.6	3.0%	-2.5	1.06	0.9
Cc1nc(-c2cn[nH]c2)c2cc(C)oc2n1	1.1	1.11	x	3.8	-106.1[fluorescence artefact?]	8.0%	5.4	0.96	5.6
O=S(=O)(c1ccccc1)c1nc(-c2ccco2)oc1NCc1ccco1	0.9	1.22	-10.8	-24.2	-0.8	3.0%	-0.6	1.09	-20.6
COc1cc(OC)c(C(=O)NC2CC(C)(C)NC(C)(C)C2)cc1OC	1	1.16	3.8	-9.9	-2.1	6.0%	-1.7	1.04	17.9
Cc1ccc(C(=O)CCNc2ccc(Br)cc2)o1	0.8	1.05	13.8	18.9	3.4	4.0%	-5.3	1	15.7
CCOC(=O)N1CCN(S(=O)(=O)c2cccc3nsnc23)CC1	x	1.08	-2.6	13.1	4.3	4.0%	-4.5	1.06	-7.2
CCOC(=O)C1CCCN(c2c(NCc3ccco3)c(=O)c2=O)C1 (configuration not stated)	0.9	1.06	1.9	1.6	3.2	1.0%	-1.5	1	-9.6
CCOc1ccccc1NC(=O)c1cc(CC(C)C)oc1C	0.9	1.11	18.2	-30.3	2.2	1.0%	1.0	1.03	5.6
COc1ccc(C(=O)N2CCN(C3CCC(c4ccccc4)CC3)CC2)cc1OC (configuration not stated)	0.8	1.01	-2.3	-5.3	-0.1	4.0%	0.2	1	-2.0
C=C(C)C1Cc2nc(N)nc(C)c2C1 (configuration not stated)	1	1.11	-2.6	0.2	-6.0	12.0%	2.7	0.96	-9.1
COc1ccc(OCC(=O)N2CCN(C(=O)COc3ccc(Br)cc3)CC2)cc1	0.9	0.98	10.8	11.2	-0.6	4.0%	-0.1	0.96	12.2
O=C(CCN1CCc2ccccc2C1)c1ccc2c(c1)OCCO2	0.9	1.14	32.1	-2.1	-3.9	5.0%	8.7	1	-18.1
CCC1CCCCN1C(=O)CSc1nnc(-c2cccs2)o1 (configuration not stated)	0.9	1.23	4.1	39.9	2.6	2.0%	28.4*	1.02	43.8

Structural class: those above with an NH in an aromatic ring
SMILES	TNAP act DEA	Fluor 339 460	5HT1a antag	SF1 activator	MMP-13 inhibitor	NADH enzymes	HTR1A agonist	A340 absorber	RORa activator
Cc1ccc2[nH]c(=O)c(CN(CC3CCCO3)S(=O)(=O)c3cccc4nsnc34)cc2c1 (configuration not stated)	0.9	1	-8.2	19.0	3.4	7.0%	-1.7	1.03	19.9
O=C(Nc1ccc(Oc2ccc(Cl)cc2)cc1)c1ncn[nH]1	1	1.13	-38.3	15.3	-3.0	0.0%	3.1	1.04	4.9
Cc1ccc(-c2cc(-c3ccccc3Cl)[nH]n2)c(O)c1	1	1.06	29.8	15.8	-0.3	2.0%	-1.7	1.04	-21.3
COC(=O)c1[nH]c(C)c(/C(O)=C2\C(=O)C(=O)N(CCCN3CCOCC3)C2c2ccccn2)c1C (configuration not stated)	0.8	0.98	-17.2	-3.4	4.1	7.0%	0.0	1.04	-14.2
CCC1CCCCN1C(=O)CSc1nnc(-c2c[nH]c3ccccc23)o1 (configuration not stated)	1	1.11	-14.2	0.8	3.0	11.0%	1.4	0.97	15.3
O=C1N[C@@H](Cc2cnc[nH]2)C(=O)N2CCC[C@@H]12	0.9	1.03	x	-5.5	-3.4	4.0%	-1.1	0.98	-11.7
Cc1nc(-c2cn[nH]c2)c2cc(C)oc2n1	1.1	1.11	x	3.8	-106.1[fluorescence artefact?]	8.0%	5.4	0.96	5.6

Laid out differently: results already given
COc1ccc(OCC(=O)N2CCN(C(=O)COc3ccc(Br)cc3)CC2)cc1
  TNAP act DEA = 0.9; Fluor 339 460 = 0.98; 5HT1a antag = 10.8; SF1 activator = 11.2; MMP-13 inhibitor = -0.6; NADH enzymes = 4.0%; HTR1A agonist = -0.1; A340 absorber = 0.96; RORa activator = 12.2
O=C(CCN1CCc2ccccc2C1)c1ccc2c(c1)OCCO2
  TNAP act DEA = 0.9; Fluor 339 460 = 1.14; 5HT1a antag = 32.1; SF1 activator = -2.1; MMP-13 inhibitor = -3.9; NADH enzymes = 5.0%; HTR1A agonist = 8.7; A340 absorber = 1; RORa activator = -18.1
